Screens from PubChem BioAssay.
Shiga toxin inh = A qHTS for Small Molecule Inhibitors of Shiga Toxin | Vero cells, Shiga toxin protein synthesis inhibition reporter | inhibition, % at 38.7 µM | actives 9.2% (n = 290,000) | AID 2315, 2010; in the data active = inhibition mostly above about 28%, no sharp cut-off; inactive = mostly below about 43%; note: 0% is about no effect
CHX counter = Cycloheximide Counterscreen for Small Molecule Inhibitors of Shiga Toxin | cell reporter, cycloheximide protein synthesis inhibition counterscreen | max response, % | actives 12% (n = 300,000); in the data active = max response mostly above about 13%, no sharp cut-off; inactive = mostly below about 14%; note: read at 38.3 µM for the half of the compounds with a filed dose; 0% is about no effect
FBPA Giardia inh = qHTS Assay for Inhibitors of Fructose-1,6-bisphosphate Aldolase from Giardia Lamblia; A8B2U2; purified Giardia FBPA; Potency, µM (series often up to 59.6 µM), inactives show top-dose activity, negative = inhibition, actives largely listed as inhibitors; actives 0.71% (n = 290,000); AID 2451, 2010; note: potency is the fitted concentration of half-maximal effect; % is set by controls: 0 for no effect and ±100 for the full control effect; nearly all actives have a fitted effect of over 55% in size
Target sequence (A8B2U2 whole entry, looked up): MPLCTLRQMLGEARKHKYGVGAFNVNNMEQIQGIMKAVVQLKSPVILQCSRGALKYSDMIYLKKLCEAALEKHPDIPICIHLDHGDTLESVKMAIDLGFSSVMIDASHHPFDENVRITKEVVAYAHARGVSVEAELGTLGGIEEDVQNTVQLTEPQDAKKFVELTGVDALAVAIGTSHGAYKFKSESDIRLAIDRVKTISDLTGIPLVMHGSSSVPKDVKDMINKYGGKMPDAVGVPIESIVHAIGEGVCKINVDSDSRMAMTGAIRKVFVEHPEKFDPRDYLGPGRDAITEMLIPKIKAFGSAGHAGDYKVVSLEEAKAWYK
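Giardia FBPA (40 nM reagent) was preincubated 10 min at RT with compound (up to 57.5 uM final), then substrate plus GAPDH/TPI/NAD/arsenate coupling system with diaphorase/resazurin was added; resorufin fluorescence (525/598 nm) was read after 20 min.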
Pf growth 96h = Primary qHTS for delayed death inhibitors of the malarial parasite plastid, 96 hour incubation; P. falciparum luciferase reporter growth, 96 h; Potency, µM (titrated, usually from 28.7 µM), for inactives: at the top dose activity change, negative = inhibition, most hits filed as inhibitors; AID 504834, 2011; actives 6.9% (n = 320,000); note: potency is the fitted concentration of half-maximal effect; % is set by controls: 0 for no effect and ±100 for the full control effect
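Two parasite generations (96 h, 37 C, 5% CO2) of compound exposure in infected erythrocytes (0.05% parasitemia, 2% hematocrit). Luciferase-reporter P. falciparum; decreased luminescence indicates inhibited growth, aimed at apicoplast-acting delayed death.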
Sm TGR inh = qHTS Assay for the Inhibitors of Schistosoma Mansoni Peroxiredoxins. Schistosoma mansoni thioredoxin glutathione reductase (TGR), Q962Y6. Potency, µM (titrated, usually from 114 µM), without a hit: at the top dose activity change, negative = inhibition, most hits filed as inhibitors. AID 485364, 2010. actives 3% (n = 360,000). purified TGR, DTNB reduction, TNB absorbance 405 nm; note: potency is the fitted concentration of half-maximal effect; % is set by controls: 0 for no effect and ±100 for the full control effect; nearly all actives have a fitted effect of over 60% in size
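First, TGR (20 nM dispensed) and NADPH were mixed with compound. Second, a 15 min room-temperature incubation followed. Third, further NADPH and then DTNB were added to start the reaction. Finally, TNB absorbance was monitored kinetically.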
Pf growth 48h = Primary qHTS for delayed death inhibitors of the malarial parasite plastid, 48 hour incubation; AID 504832, 2011; Potency, µM (series often up to 28.7 µM), for the others: top-dose activity change, negative = inhibition, usual class: inhibitors; P. falciparum luciferase growth in erythrocytes, 48 h; actives 5.9% (n = 310,000); note: potency is the fitted concentration of half-maximal effect; % is set by controls: 0 for no effect and ±100 for the full control effect
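Firefly luciferase activity from engineered P. falciparum reports growth; inhibitors lower the luminescent signal. Cultures contained 2% hematocrit erythrocytes at 0.1% final parasitemia.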
The depositor's hits bear a star; ? = inconclusive; . = not tested or not shown; & = joins results of further samples; [ ] = dose if it differs, or a comment. Unless noted, calls come from the whole dose curve; as a rule, active = well fitted curve in the direction sought with a large enough effect; inconclusive = small, poorly fitted or top-dose-only effect, or another doubt; inactive = no such curve, though single readings can be large; an effect the other way counts as inactive or inconclusive. Outcome played no part in choosing rows; about 24% have a hit in one of these screens.

SMILES	Shiga toxin inh	CHX counter	FBPA Giardia inh	Pf growth 96h	Sm TGR inh	Pf growth 48h
CCOC(=O)CC1C(=O)NCCN1C(=S)NC(=O)c1ccccc1OC (stereo unspecified)	-9	3	.	26%	-18%	18%
OCCC1CN(Cc2nc(-c3ccccc3)cs2)CCN1CCc1ccccc1 (stereo unspecified)	-2	1	0%	?	-9%	?
O=C1C2CCCN2C(c2ccccc2)N1c1ccc(Cl)cc1 (stereo unspecified)	-2	6	2%	?	-8%	-12%
O=C(NCc1ccccn1)C(=O)Nc1ccccc1	67*	23*	1%	11%	-3%[57.1 µM]	106%[activator]
COc1ccc(/C=N\n2nnc3ccccc32)cc1	-41	28*	0%	0.41µM*	6%	70%[activator]
CCOc1ccc(NC(=O)CC2C(=O)N(c3ccc(OC)cc3)C(=O)N2CCc2ccc(OC)c(OC)c2)cc1 (stereo unspecified)	-4	-2	-7%	2%	8%	?
Nc1ccc2nc(CCCCCCc3nc4ccc(N)cc4[nH]3)[nH]c2c1	-4	-3	-28%	89%[activator]	8%	?
COc1ccc(-c2noc(-c3ccoc3C)n2)cc1	56*	59*	-2%	?	-3%	157%[activator]
C[C@@H](C(=O)Nc1ccc2c(c1)OCO2)n1c(=O)[nH]c2ccccc2c1=O	29*	14	3%	?	-23%	-41%
CN(CC1COCCO1)c1nc2nonc2nc1N1CCSCC1 (stereo unspecified)	11	0	2%	-14%	?	6%
CN(C)S(=O)(=O)Nc1ccc(Br)cc1F	11	-2	5%	.	7%	15%
O=C(/C=C/c1ccco1)NCc1ccc2c(c1)OCO2	11	16	-3%	-4%	14µM*	8%
N#Cc1ccccc1NC(=O)Nc1ccccc1	-5	-3	2%	51%[activator]	.	9%
CC(=O)Nc1ccc(S(=O)(=O)NCc2ccc(C(=O)NCc3ccc(Cl)cc3)cc2)cc1	5	-6	0%	?	2%&-14%	.
CC(C)CN1C(=O)NC(NC(=O)c2cccs2)(C(F)(F)F)C1=O (stereo unspecified)	16	-2	2%	15%	7%	2.3µM*
CC1CC(C)CN(CCCNC(=O)CN2C(=O)c3cccnc3Oc3ccc(Cl)cc32)C1 (stereo unspecified)	-15	-3	.	?	7%	10µM*
S=C(NCCN1CCOCC1)N1CCN(c2cccc(Cl)c2)CC1	1	-5	?	?	-10%	?
CCn1nnnc1SCC(=O)N(C1CCCCC1)C1CCCCC1	24	-3	8%	44%[activator][5.75 µM]	-1%	-15%
Cc1sc2ncnc(SCC(=O)NCC3CCCO3)c2c1C (stereo unspecified)	.	.	.	1%	-7%	0%
COc1ccccc1OC(C)C(=O)N1CCc2ccccc21 (stereo unspecified)	.	.	.	-5%	-4%	10µM*
O=C(CCCn1c(SCC(=O)c2ccc(Cl)cc2)nc2ccccc2c1=O)NCc1ccco1	-20	-5	6%	30%	-21%	-2%
COc1cc(/C=N/Nc2ccc(C)cc2)cc(Br)c1O	13	8	?	?	10µM*	?
CCCCN(C(=O)CSc1ncn[nH]1)c1c(N)n(Cc2ccccc2)c(=O)[nH]c1=O	.	.	.	-2%	1%	3%
O=C(C1CC(=O)N(c2ccc(Cl)cc2)C1)N1CCC(c2nc3ccccc3[nH]2)CC1 (stereo unspecified)	.	.	.	?	-1%	10µM*
O=C(CC1(O)C(=O)Nc2ccccc21)c1cccc(-n2cccc2)c1 (stereo unspecified)	-11	-4	0%	31%[activator]	-8%	11%
O=C(CSc1n[nH]c(=O)n1-c1ccccc1)Nc1ccccc1	2	2	0%	13%	-1%	?
COc1cc(NC(=S)NCc2ccco2)cc(OC)c1	11	5	-6%	16%	-22%	-4%
O=C(COc1ccccc1)c1cn(CC(=O)N2CCCC2)c2ccccc12	10	10	-4%	15%	-4%	-9%
CCCOc1ccc(C(O)CCNC(CC(=O)O)c2ccccc2)cc1 (stereo unspecified)	13	-1	4%	?	?	-14%
Oc1cccc2ccc(/C=C/c3ccccc3Cl)nc12	72*	40*	9%	-17%	7%	0%
O=C(Cn1nnc(-c2cccc(C(F)(F)F)c2)n1)N1CCCCCC1	-3	-3	0%	-10%	-12%	.
Cc1nc2ccccc2c2oc(C(=O)NCCCN3CCCC3=O)cc12	-14	0	-1%	?	-3%	4%
CC12CCC(C(=O)NCc3ccccc3Cl)(C(Br)C1=O)C2(C)C (stereo unspecified)	7	11	-3%	?	1%	8%
O=C(O)c1ccc(-c2nc(-c3ccc(Cl)c(Cl)c3)cs2)cc1	141*	37*	2%	0%	?	40%[activator]
COc1cc(/C=N/n2c(COc3ccccc3)n[nH]c2=S)cc(OC)c1OC(C)=O	-4	-3	24%	?	16%	?
BrC(/C=N/N1CCN(Cc2ccccc2)CC1)=C/c1ccccc1	21	8	-2%	5%	-30%	-20%

Arranged by heavy-atom count (low to high): some entries from above
SMILES	Shiga toxin inh	CHX counter	FBPA Giardia inh	Pf growth 96h	Sm TGR inh	Pf growth 48h
COc1cc(NC(=S)NCc2ccco2)cc(OC)c1	11	5	-6%	16%	-22%	-4%
O=C(O)c1ccc(-c2nc(-c3ccc(Cl)c(Cl)c3)cs2)cc1	141*	37*	2%	0%	?	40%[activator]
CC12CCC(C(=O)NCc3ccccc3Cl)(C(Br)C1=O)C2(C)C (stereo unspecified)	7	11	-3%	?	1%	8%
O=C(Cn1nnc(-c2cccc(C(F)(F)F)c2)n1)N1CCCCCC1	-3	-3	0%	-10%	-12%	.
Cc1nc2ccccc2c2oc(C(=O)NCCCN3CCCC3=O)cc12	-14	0	-1%	?	-3%	4%
O=C(COc1ccccc1)c1cn(CC(=O)N2CCCC2)c2ccccc12	10	10	-4%	15%	-4%	-9%
COc1cc(/C=N/n2c(COc3ccccc3)n[nH]c2=S)cc(OC)c1OC(C)=O	-4	-3	24%	?	16%	?

Other compounds.
SMILES	Shiga toxin inh	CHX counter	FBPA Giardia inh	Pf growth 96h	Sm TGR inh	Pf growth 48h
CC(=O)c1ccc(NC(=O)CSc2ccc(-c3ccco3)nn2)cc1	-6	20	.	?	22µM*	6%
COc1cccc(CN(C)CC(=O)Nc2ccccc2C(=O)Nc2ccccc2)c1OC	17	14	-15%	?	-3%	?
COc1ccc(-n2nc3c(c2NC(=O)c2c(-c4ccccc4Cl)noc2C)CS(=O)(=O)C3)cc1	-1	-1	?	-13%	-1%	-9%
O=C(O)c1ccc(S(=O)(=O)c2ccccc2)cc1	41	6	27%	.	18%	-3%
C=CCNC(=O)c1ccc(Cl)cc1Cl	10	-1	8%	.	-4%	5%
CC1CCN(CC(O)CN2c3ccccc3Sc3ccccc32)CC1 (stereo unspecified)	22	-6	-6%	10%	0%	?
COC(=O)C(O)(c1ccc(N(C)S(=O)(=O)c2ccccc2)cc1)C(F)(F)F (stereo unspecified)	84*	13	-4%	?	-2%	14%
Cc1nn(C)c(C)c1S(=O)(=O)N1CCCC(C(=O)N2CCN(c3ccccc3)CC2)C1 (stereo unspecified)	3	-9	-2%	-9%	1%	.
O=C(CN1CCCC1)N1c2ccccc2Sc2ccc(C(F)(F)F)cc21	-1	-4	-10%	2%	-8%	?
CNC(=S)N/N=C(\C)c1ccc2c(c1)OCCO2	36	19*	-27%	12%	-32%	33%[activator]
CN(C(=O)COC(=O)/C=C/c1cccc([N+](=O)[O-])c1)C1CCS(=O)(=O)C1 (stereo unspecified)	-5	-2	2%	-6%	?	-1%
O=C(CCC(=O)N1CCN(S(=O)(=O)c2ccc(Cl)cc2)CC1)Nc1cccc(Br)c1	-5	-2	-3%	?	-2%	-8%

Grouped by structure: those above containing bromine.
SMILES	Shiga toxin inh	CHX counter	FBPA Giardia inh	Pf growth 96h	Sm TGR inh	Pf growth 48h
CN(C)S(=O)(=O)Nc1ccc(Br)cc1F	11	-2	5%	.	7%	15%
COc1cc(/C=N/Nc2ccc(C)cc2)cc(Br)c1O	13	8	?	?	10µM*	?
CC12CCC(C(=O)NCc3ccccc3Cl)(C(Br)C1=O)C2(C)C (stereo unspecified)	7	11	-3%	?	1%	8%
BrC(/C=N/N1CCN(Cc2ccccc2)CC1)=C/c1ccccc1	21	8	-2%	5%	-30%	-20%
O=C(CCC(=O)N1CCN(S(=O)(=O)c2ccc(Cl)cc2)CC1)Nc1cccc(Br)c1	-5	-2	-3%	?	-2%	-8%

The list goes on.
SMILES	Shiga toxin inh	CHX counter	FBPA Giardia inh	Pf growth 96h	Sm TGR inh	Pf growth 48h
CCOC(=O)C1CC2CC(C1)CN(C(=O)C1CCCCC1)C2 (stereo unspecified)	-14	8	2%	?	5%	1%
COc1cc(OC)cc(C(=O)OCc2ccc([N+](=O)[O-])cc2)c1	-2	7	1%	44%[activator]	3%	-3%
N#CC1=C(N)Oc2ccc3ccccc3c2C1c1cccnc1 (stereo unspecified)	-17	-7	-6%	0%	40µM*	-22%
COc1ccc(C(=O)NC(=S)N2CCCc3ccccc32)cc1OC	15	21*	-8%	?	-17%	9%
Cc1cc2c(c(=O)o1)C(CC(C)C)C(C#N)=C(N)O2 (stereo unspecified)	-11	3	-17%	43%[activator]	-25%	.
Cc1ccc(/C(O)=C2\C(=O)C(=O)N(CC(C)O)C2c2cccc(F)c2)cc1 (stereo unspecified)	-2	-2	-15%	57%[activator]	-6%	16%
O=C(NC1CC1)C(=O)c1c[nH]c2ccccc12	100*	19*	2%	10%	4%	19%
CCc1c(C)nc(N2CCN(c3ccc(F)cc3)CC2)[nH]c1=O	-4	-4	0%	?	1%	-1%
